PRMT1 inh: blocks human protein arginine methyltransferase 1. recombinant PRMT1, activity-based probe fluorescence polarization. inhibition, % at 2.79 µM. 370,000 tested, 1.3% active. AID 652257;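 active = inhibition above about 21% made by adding two undisclosed values, limit read from the data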
LEDGF integ inh: blocks HIV-1 LEDGF/p75-dependent DNA integration; TR-FRET IN-LEDGF/p75 DNA integration, Eu/Cy5; inhibition, % at 3.7 µM; 370,000 tested, 0.64% active;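 active = inhibition above the screen-wide mean plus 3 SD, cut at about 13% in these data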;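 also: signal is the Cy5 over europium emission ratio at 671 and 618 nm; 0% = plate median of compound wells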
KLK7 zymogen act: activates the human kallikrein-7 zymogen; activation, % at 7 µM; 370,000 tested, 0.9% active; AID 652039; purified proKLK7, EDANS-DABCYL substrate fluorescence; 100% is mature enzyme control, 0% vehicle;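 active = activation above the mean of all tested compounds plus 3 SD, computed per campaign excluding outliers beyond control limits, cut at about 13% in these data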
Target sequence (P49862 whole entry, looked up): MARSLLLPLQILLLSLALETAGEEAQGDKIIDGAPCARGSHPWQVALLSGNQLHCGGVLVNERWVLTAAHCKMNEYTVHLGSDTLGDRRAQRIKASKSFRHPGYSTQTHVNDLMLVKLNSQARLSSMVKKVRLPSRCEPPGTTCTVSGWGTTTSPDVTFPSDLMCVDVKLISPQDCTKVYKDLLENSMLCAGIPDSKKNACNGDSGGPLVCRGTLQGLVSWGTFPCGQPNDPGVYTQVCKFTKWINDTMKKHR
Tn7 DDE FP: DD(E)-Tn7 binding inhibition, primary FP screen; 370,000 tested, 0.13% active; P02675; inhibition, % at 8.3 µM; FP displacement of FITC-Tn7 peptide from fibrin DD(E); 0% = median of compound wells per plate; AID 720508;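 active = inhibition above the mean of compounds falling within the control limits plus 3 SD of them, cut at about 14% in these data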;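 also: 0% = plate median of compound wells and 100% = 10 µM Aha-Tn7 peptide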
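Assay system: Human clot-derived fibrin DD(E) complex | Buffer or medium: Tris/NaCl/CaCl2 buffer, pH 7.8 | Repeats: One replicate per compound | Benchmarks: Aha-Tn7 high control | Measure: % inhibition scaled between sample-field median and high-control FP | Schedule: 10 min plus 3 h, room temperature | Signal: Fluorescence polarization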
SIAE primary: human SIAE inhibition, primary screen. Q9HAT2. SIAE FP-Rh probe binding, fluorescence polarization. inhibition, % at 9.66 µM. 370,000 tested, 0.69% active. AID 1053197;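 active = inhibition above a cutoff: mean of compounds within the control limits plus 3 SD of those, cut at about 17% in these data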;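 also: 0% = plate median of compound wells and 100% = probe without SIAE protein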
TDP2 absorb: TDP2 (human) inhibition, absorbance primary screen; O95551; inhibition, % at 12.8 µM; recombinant TDP2, T5PNP hydrolysis, p-nitrophenol absorbance 415 nm; 370,000 tested, 0.34% active; AID 720702;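 active = inhibition above the mean of all tested compounds plus 3 SD, set per campaign, cut at about 25% in these data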;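 also: 0% = DMSO with enzyme and 100% = buffer with substrate but no TDP2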
Target sequence (O95551 whole entry, looked up): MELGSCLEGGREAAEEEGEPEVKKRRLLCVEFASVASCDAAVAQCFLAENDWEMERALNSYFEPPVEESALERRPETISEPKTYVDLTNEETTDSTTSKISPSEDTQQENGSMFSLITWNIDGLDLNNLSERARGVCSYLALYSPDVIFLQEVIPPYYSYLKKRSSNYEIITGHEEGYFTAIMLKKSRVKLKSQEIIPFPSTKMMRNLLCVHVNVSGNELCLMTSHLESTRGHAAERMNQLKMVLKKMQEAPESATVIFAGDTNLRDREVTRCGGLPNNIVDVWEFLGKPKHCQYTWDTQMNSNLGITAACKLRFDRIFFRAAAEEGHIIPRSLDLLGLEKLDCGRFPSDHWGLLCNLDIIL
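Test system: human TDP2 enzyme; Input: 120 nM TDP2 per well; Buffer or medium: Mg2+-containing Tris-HCl buffer, pH 7.5; Reagent: 5 mM T5PNP; Dosing: 12.8 µM single point, 1% DMSO; Incubation: reaction 2 h, 37 °C; Detection: p-Nitrophenol epi absorbance; Read-out: % inhibition relative to enzyme-containing and enzyme-free wells; Replicates: single well per compound.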
MBD2 inh: MBD2-methylated oligo binding inhibition; Q9UBB5; 370,000 tested, 0.31% active; TR-FRET, MBD2 binding to methylated oligonucleotide; inhibition, % at 4.4 µM; AID 686964; in the data active = inhibition above about 13%
Target sequence (Q9UBB5 whole entry, looked up): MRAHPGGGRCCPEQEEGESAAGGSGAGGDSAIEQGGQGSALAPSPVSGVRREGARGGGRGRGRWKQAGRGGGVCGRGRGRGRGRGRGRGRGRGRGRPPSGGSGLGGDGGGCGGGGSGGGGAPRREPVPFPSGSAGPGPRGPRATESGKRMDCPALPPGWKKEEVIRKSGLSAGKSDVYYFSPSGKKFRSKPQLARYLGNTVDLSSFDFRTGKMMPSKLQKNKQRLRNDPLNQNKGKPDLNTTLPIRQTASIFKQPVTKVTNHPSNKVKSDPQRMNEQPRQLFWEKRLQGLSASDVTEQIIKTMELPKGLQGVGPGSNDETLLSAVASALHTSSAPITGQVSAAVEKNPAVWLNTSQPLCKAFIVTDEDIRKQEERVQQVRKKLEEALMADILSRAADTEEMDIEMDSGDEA
UHRF1 binding: human UHRF1 methylated DNA binding inhibitors. Q96T88. UHRF1 binding to methylated oligo, TR-FRET. inhibition, % at 4.4 µM. 370,000 tested, 0.75% active. AID 687016; in the data active = inhibition above about 21%;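 also: UHRF1 SRA domain binding a hemimethylated CpG hairpin DNA probe; 0% = median of test compound wells and 100% = reference inhibitor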
TCR CD3 inh: human TCR-CD3 binding inhibition. TAMRA-labeled TCR probe fluorescence, biochemical. inhibition, % at 9.4 µM. 360,000 tested, 0.37% active; in the data active = inhibition above about 19%;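 also: recombinant mutant TCR 2C K166C tagged with TAMRA read by polarization; 0% = receptor in buffer alone and 100% = receptor with positive control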
DDE Tn6 FP inh: inhibitors of Tn6 peptide binding to human fibrin DD(E). 370,000 tested, 0.21% active. inhibition, % at 8.3 µM. Fibrin DD(E) TRITC-Tn6 fluorescence polarization displacement. AID 720509;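 active = inhibition above a per-campaign cutoff: mean of compounds within control limits plus 3 SD, cut at about 15% in these data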;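 also: 0% = median of all compound wells on the plate and 100% = blocking peptide control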
An asterisk follows results filed as active; nt = no result given.

SMILES	PRMT1 inh	LEDGF integ inh	KLK7 zymogen act	Tn7 DDE FP	SIAE primary	TDP2 absorb	MBD2 inh	UHRF1 binding	TCR CD3 inh	DDE Tn6 FP inh
C=CCCC(=O)N1CCC(n2nccc2NC(=O)CCCc2ccccc2)CC1	-4	0	-0.7	3	8	9	-3	3	9	-1
CCc1ccc(N(CC)C(=O)Cc2c(C(=O)O)n(C)c3ccccc23)cc1	0	2	-0.6	-3	1	-18	-3	1	-3	7
CC(=O)C1=C(C)OC(N)=C(C#N)C1c1cc2cc(C)c(C)cc2nc1Cl (stereo unspecified)	0	4	6.3	-6	2	4	0	3	-7	8
O=C(COc1ccc([N+](=O)[O-])cc1)NNC(=O)Nc1ccc([N+](=O)[O-])cc1	1	-2	-0.1	9	3	-1	3	3	-4	1
COc1cccc(-c2nc(CS(=O)(=O)CC(=O)Nc3ccc(C(C)=O)cc3)c(C)o2)c1	2	-1	0.7	0	-4	14	0	0	0	5
CCN(C(=O)COC(=O)Cc1ccc(F)cc1)c1c(N)n(Cc2ccccc2)c(=O)[nH]c1=O	-3	1	-0.1	2	2	-3	1	-2	-5	-8
CCC(CO)Nc1nc2ccc(Cl)cc2c2ccccc12 (stereo unspecified)	0	2	-0.6	1	-5	10	-2	1	6	-1
CC(OCC(O)CNCC1COc2ccccc2O1)c1ccc(Cl)cc1 (stereo unspecified)	1	6	-0.4	-1	-4	21	-2	1	10	5
C/C(N)=C(/C#N)C(=O)CSc1nc2ccccc2c(=O)n1CCCO	-2	1	0.2	5	0	1	3	-3	9	6
N#C/C(=C\c1c[nH]c2ccccc12)C(=O)NC1CC1	-1	0	1.1	2	-3	-12	-6	-7	8	4
CCc1ccc(NC(=O)CSc2nnc(-c3ccccn3)n2C)cc1	0	5	-0.1	3	9	0	-5	0	2	8
CCOC(=O)N1CCN(Cc2ccccn2)CC1	0	0	0.6	7	5	2	-2	-2	1	2
O=C(O)CCC(=O)N1CCN(Cc2ccc3c(c2)OCO3)CC1	6	-2	0.3	7	3	8	0	2	-1	7
Oc1ccc(Cl)cc1N=Nc1ccccc1	4	-3	0.2	3	2	2	2	5	1	6
Cc1nnc(SCC(=O)NNC(=O)c2ccco2)n1-c1ccccc1	1	-1	-0.3	4	0	-1	1	-1	4	4
Cc1nn(Cc2ccccc2)c(C)c1CNC(=O)[C@H](C)N=C1NS(=O)(=O)c2ccccc21	-1	0	1.1	1	0	0	-1	-3	1	3
Cc1ccc(N(C)S(=O)(=O)c2cccc(C(=O)Nc3nnc(C4CC4)s3)c2)cc1	-1	-1	0.1	-1	-2	9	5	0	5	5
CC(=O)Nc1ccc(S(=O)(=O)Nc2nc3ccccc3nc2Nc2ccc(N)cc2)cc1	23*	0	-0.3	-7	1	-13	5	4	-2	-12
Cc1ccc(-c2cc(C(=O)N/N=C/c3cccnc3)n[nH]2)o1	-2	-1	0.3	3	-8	7	-1	-2	-4	-4
COc1ccc(NC(=O)c2ccc(-c3ccc(C(C)=O)cc3)o2)cn1	6	2	3.8	-4	-5	-4	-4	-1	8	1
CC1CCCN(CC(=O)N2c3ccccc3Sc3ccccc32)C1 (stereo unspecified)	-2	-2	-0.2	2	6	-3	2	-1	7	-4
COc1ccccc1N1CCN(c2ncnc3n[nH]c(Br)c23)CC1	-1	4	-0.7	-5	3	-14	4	0	-2	-5
CCOC(=O)c1[nH]c2ccc(OC)cc2c1NC(=S)N1CCN(c2cccc(C)c2C)CC1	0	1	-0.8	1	6	-6	-2	-1	1	4
CCOC(=O)N(C)c1c(CC)nc2c(OCc3cc(Cl)cc(Cl)c3)cccn12	3	-3	-0.2	4	-1	1	4	0	-7	-4
COC(=O)/C(=C\c1ccc([N+](=O)[O-])cc1)NC(=O)c1ccccc1	0	-1	-0.1	-2	1	0	1	1	2	-1

Next section:
SMILES	PRMT1 inh	LEDGF integ inh	KLK7 zymogen act	Tn7 DDE FP	SIAE primary	TDP2 absorb	MBD2 inh	UHRF1 binding	TCR CD3 inh	DDE Tn6 FP inh
FC(F)Oc1ccc(NC(=S)NCCc2ccccn2)cc1	-4	0	0.2	2	4	1	-4	0	-2	10
CCOc1ccc(/C=C2\CCC(C3CCCC3)C2=O)cc1OC (stereo unspecified)	-1	2	-0.9	-5	1	10	2	0	0	-3
COC(=O)[C@]12C[C@H](CC(=O)NCC3CCCCC3)C(=O)N(Cc3ccco3)C1=C[C@H](COCc1ccccc1)O[C@@H]2C	7	7	0.2	-5	6	3	4	-2	nt	2
Cc1cc(=O)oc2c3c(cc(OCC(=O)NCCC(=O)O)c12)OC(C)(C)CC3	-4	2	40*	-1	-2	10	3	-2	8	5
CCc1c(C)sc(NC(=O)CSc2nc3c(c(C(F)(F)F)n2)CCc2ccccc2-3)c1C#N	5	-2	-0.5	1	0	-8	1	-1	-5	5
O=C(OCc1ccc(F)cc1Cl)c1ccccn1	-1	-1	0.5	-1	7	-1	-5	-1	2	2
COC(=O)c1ccccc1NC(=O)c1noc2c1CC(C(C)(C)C)CC2 (stereo unspecified)	2	0	-0.1	4	-10	0	1	1	-4	3
O=C(Nn1c(-c2ccccc2)nc2ccccc2c1=O)c1ccc([N+](=O)[O-])cc1	-3	4	0.2	-2	6	-1	0	-3	6	-1
Cc1c(NC(=O)c2ccc(CN3CCc4ccccc4C3)cc2)c(=O)n(-c2ccccc2)n1C	5	-2	-0.6	2	-3	-8	9	9	-2	-7
CCOC(=O)CNC(=O)CSc1ccc2nnc(-c3ccc(F)cc3)n2n1	6	-10	6.7	4	-5	-2	-4	1	-3	1
CCCCn1c2c(c3ccccc31)CCc1nonc1-2	3	1	-1.2	3	-2	0	-1	0	-4	-1
COc1ccc(C(=O)Nc2ccc3nc(N4CCN(C)CC4)cc(C)c3c2)c(OC)c1	-1	-2	0.8	3	-7	-1	3	-1	-5	-2
O=[N+]([O-])c1cccc(CN2CCC(Cc3ccccc3)CC2)c1	-4	4	0.0	-1	11	5	-1	-3	2	-7
O=C(O)c1cccc(NC(=O)c2cn(-c3ccccc3)nc2-c2ccncc2)c1	-1	4	0.3	0	-3	-2	-1	13	0	3
CCC(=O)c1c[nH]c(C(=O)N2CCOCC2)c1	-2	-3	-0.6	8	13	7	-1	0	-1	3
Cc1ccc2c(c1)N(CC(=O)Nc1c(C)cccc1C)C(=O)c1cccnc1O2	1	0	-0.3	3	-5	13	5	14	-3	-2
O=S(=O)(c1ccc(Cl)s1)N1CCN(c2ncccn2)CC1	2	1	0.2	1	3	3	2	3	-5	8
CCCNC(=O)c1nc(C)n(-c2cc(Cl)cc(Cl)c2)n1	-3	-5	0.4	-6	-2	-10	1	2	3	-5
CCN(CC(=O)Nc1ccc(NC(C)=O)cc1)C(=O)Cc1ccc(Cl)c(Cl)c1	2	1	-0.3	-2	-8	8	-1	-1	-1	-4
CCCOc1ccc(-c2c(C(=O)N/N=C/c3ccccc3)nnn2-c2nonc2N)cc1	-4	9	-0.3	-5	-1	-10	-1	-2	2	-2
Cc1cccc(N(Cc2cc3ccccc3[nH]c2=O)C(=O)c2ccco2)c1C	0	-5	-0.7	-2	-3	-5	0	1	6	-2
Cc1ccc(C(=O)OCC(=O)N(C)C2CCS(=O)(=O)C2)cc1S(=O)(=O)N1CCCCC1 (stereo unspecified)	-1	-2	0.5	-4	-2	-3	-1	2	-2	0
COc1ccccc1CN(C)CC(=O)NC1CCCc2ccccc21 (stereo unspecified)	2	-8	0.0	2	-4	-1	3	4	-9	-2
Cc1cccc(NC(=O)Nc2ccc3c(c2)CCC3)c1	2	1	-0.3	2	8	7	2	-1	1	2
O=C(CN1CCN(S(=O)(=O)c2ccc(Cl)s2)CC1)NCc1ccc(Cl)cc1	0	0	0.1	-2	1	-7	3	0	2	10

Copied from the list:
TCR CD3 inh result of Cc1cccc(NC(=O)Nc2ccc3c(c2)CCC3)c1 stands at 1
DDE Tn6 FP inh result of O=C(CN1CCN(S(=O)(=O)c2ccc(Cl)s2)CC1)NCc1ccc(Cl)cc1 stands at 10

New compounds follow
SMILES	PRMT1 inh	LEDGF integ inh	KLK7 zymogen act	Tn7 DDE FP	SIAE primary	TDP2 absorb	MBD2 inh	UHRF1 binding	TCR CD3 inh	DDE Tn6 FP inh
CCc1ccc(C(=O)N/N=C(\C)c2cccnc2)s1	1	1	-1.3	0	-2	-17	-4	0	2	2
COc1ccccc1-n1cnc2cc(C(=O)N3CCOCC3)ccc21	-1	0	0.0	9	2	-18	-4	1	-14	6
COc1ccc(-c2cc(C(F)(F)F)nc(SCC(=O)NCc3cnn(C)c3C)n2)cc1OC	4	-2	4.5	8	6	1	0	5	-4	2
CCOc1ccc(C(C)(C)C)cc1S(=O)(=O)n1nc(C)cc1C	3	-1	-0.3	3	-2	1	1	1	-2	-2
COc1ccc(C(=O)NC(=S)Nc2cc3oc4ccccc4c3cc2OC)cc1	-3	-7	-0.4	0	1	-4	-6	-4	5	5
C=CCN1C(=O)c2ccc(C(=O)N3CCC(C(=O)OCC)CC3)cc2C1=O	-1	1	0.6	-3	0	2	17*	-2	5	-1
COCCN1C(=O)CSCC1(C)C(=O)NCc1ccccc1 (stereo unspecified)	-2	1	-0.1	1	7	0	-5	-2	1	2
CCCCN(C(=O)c1cc2ccccc2o1)c1c(N)n(CC(C)C)c(=O)[nH]c1=O	1	-1	-0.4	3	-6	7	-6	-1	2	0
COc1ccc(C(=O)C2CCCN(C3Cc4ccccc4C3)C2)c(OC)c1 (stereo unspecified)	2	-3	-0.1	3	1	-2	4	0	-2	-2
COc1ccc(C2=NCCn3nc4cc(OC)ccc4c32)cc1	-3	0	-0.7	-1	4	0	1	-2	2	-3
CCOC(=O)[C@]12CCC=C1N(Cc1ccccc1)C(=O)[C@H](CC(=O)N1CCCC1)C2	-4	3	0.4	-1	-8	-10	2	-2	-6	0
O=C(CCn1c(=O)oc2ccccc21)NCCN1CCOCC1	-5	0	1.3	0	1	1	2	-2	-8	2
CCSC1=NCCN1C(=O)c1ccc(S(=O)(=O)N(C)C)cc1	1	0	0.1	-8	2	1	2	1	-2	1
C/C(=N\O)c1ccc(N2C(=O)C3CC=C(Cl)CC3C2=O)cc1 (stereo unspecified)	-3	2	-0.2	3	7	5	1	-1	0	-3
O=C(Cc1ccc2c(c1)CCCC2)Nc1ccccc1Br	13	-3	0.0	9	1	-12	-1	2	-6	1
Cc1cc(Cl)c(S(=O)(=O)NC2CCCCC2)cc1OCC(=O)Nc1nncs1	0	1	0.2	1	1	3	-1	2	-4	-5
O=C(COC(=O)C1(c2ccccc2F)CCCC1)N1CCOCC1	1	-1	0.1	-5	-1	-2	1	1	-4	-7
Cc1cccc(C(=O)NNC(=O)c2ccccc2O)c1	0	0	-0.3	3	5	-18	-5	-1	18	-12
Clc1ccccc1CSC1=NCCN1	-1	-3	0.2	-4	5	4	-2	0	8	-2

Compound activity deposited in PubChem BioAssay by The Scripps Research Institute Molecular Screening Center.
